TcdB inh = inhibitors of Clostridioides difficile toxin B glycohydrolase | P18177 | TcdB glycohydrolase enzymatic assay, plate reader | inhibition, % at 9.99 µM | actives 0.24% (n = 350,000) | AID 652162; in the data active = inhibition above about 10%
Rv3671c protease = inhibits the M. tuberculosis serine protease Rv3671c. inhibition, % at 5.96 µM. actives 0.048% (n = 320,000). AID 2606; in the data active = inhibition above about 38%;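 note: extracellular domain of Rv3671c used as enzyme; 0% = enzyme with DMSO and 100% = no enzyme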
Target sequence (P9WHR9 whole entry, looked up, the tested form may be a part): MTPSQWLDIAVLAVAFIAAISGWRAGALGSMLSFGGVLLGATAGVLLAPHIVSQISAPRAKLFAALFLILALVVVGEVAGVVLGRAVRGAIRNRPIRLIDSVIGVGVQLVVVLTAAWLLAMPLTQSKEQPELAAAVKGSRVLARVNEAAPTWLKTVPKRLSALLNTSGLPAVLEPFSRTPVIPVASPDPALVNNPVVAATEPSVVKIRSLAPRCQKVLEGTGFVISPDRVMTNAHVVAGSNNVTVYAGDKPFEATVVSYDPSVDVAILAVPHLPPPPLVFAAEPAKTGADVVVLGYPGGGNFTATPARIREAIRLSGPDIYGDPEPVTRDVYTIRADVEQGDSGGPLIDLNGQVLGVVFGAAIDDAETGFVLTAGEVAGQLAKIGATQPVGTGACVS
Y pestis TopoI = inhibitors of Yersinia pestis topoisomerase I; activity, % at 10 µM; AID 504884; actives 0.064% (n = 360,000); Y. pestis Topo-I cleavage product accumulation, plate reader; in the data active = activity above about 50%, passing the limit was not always enough; note: inactives centre near 2
3CLpro inhibitor = SARS-CoV 3CLpro protease inhibition; P0C6X7; recombinant SARS-CoV 3CLpro, quenched FRET peptide cleavage; inhibition, % at 6 µM; actives 0.14% (n = 290,000); in the data active = inhibition above about 12%
PriA SSB inh = blocks PriA binding to SSB C-terminal tail; inhibition, % at 33 µM; AlphaScreen SSBct-PriA binding, biotinylated peptide; actives 0.6% (n = 430,000); in the data active = inhibition mostly above about 37%, no sharp cut-off; inactive = mostly below about 20%;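 note: plate controls were negative control peptide for no effect and reference peptide for full effect; strong numbers were not always called active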
BH1578 lux ind = inducers of Vibrio cholerae quorum light production without autoinducers; V. cholerae BH1578 lux reporter, luminescence, 6 h; activation, % at 18.7 µM; actives 0.16% (n = 350,000); in the data active = activation mostly above about 9.7%, no sharp cut-off; note: not every result past the cut was called active; inactives centre near 0; reference of the scale not given here
VHR inh abs = DUSP3 (human) phosphatase inhibition; recombinant VHR phosphatase, pNPP absorbance; inhibition, % at 13.3 µM; AID 1654; actives 0.52% (n = 290,000); in the data active = inhibition above about 50%; note: some compounds called inactive have numbers as strong as hits
Target sequence (P51452 whole entry, looked up): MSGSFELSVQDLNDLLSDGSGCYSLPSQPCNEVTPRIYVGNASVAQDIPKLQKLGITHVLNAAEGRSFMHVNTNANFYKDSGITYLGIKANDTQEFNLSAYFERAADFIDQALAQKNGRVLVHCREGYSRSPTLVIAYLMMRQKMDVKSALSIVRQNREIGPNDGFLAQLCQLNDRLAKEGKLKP
CCHFV vOTU inh = CCHFV vOTU protease inhibition | AID 651958 | actives 0.55% (n = 370,000) | Pep-AMC fluorescence | inhibition, % at 11.5 µM; in the data active = inhibition above about 30%; note: 0% = vehicle wells with enzyme and 100% = no enzyme wells
PrPC surface inh = inhibitors of human cell surface prion protein PrPC; actives 0.43% (n = 370,000); TR-FRET read-out; inhibition, % at 13.8 µM; in the data active = inhibition above about 24%; note: 0% = median of the test wells and 100% = reference compound wells
MazF activator = increases E. coli MazEF RNase cleavage of RNA; P0AE70; FAM/BHQ RNA-DNA oligo cleavage fluorescence, 5 h; activation, % at 20 µM; actives 0.32% (n = 350,000); AID 504720; in the data active = activation above about 50%
Target sequence (P0AE70 whole entry, looked up): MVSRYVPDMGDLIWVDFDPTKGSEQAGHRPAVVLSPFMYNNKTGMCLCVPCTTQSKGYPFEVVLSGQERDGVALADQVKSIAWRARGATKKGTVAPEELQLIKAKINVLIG
Starred values were filed as active, the others as inactive; i = inactive; · = no result given. An excerpt (hit frequency here may not be typical).

nr	canonical_smiles	TcdB inh	Rv3671c protease	Y pestis TopoI	3CLpro inhibitor	PriA SSB inh	BH1578 lux ind	VHR inh abs	CCHFV vOTU inh	PrPC surface inh	MazF activator
1	CCOc1ccc(/C=N/NS(=O)(=O)c2ccc(C)cc2)cc1OC	-0.9	·	-4	6	·	i	-8	3	-6	-1
2	O=C(CCn1c(=O)sc2ccccc21)NCc1ccco1	1.8	5	2	-2	0	-5.3	18	6	-1	1
3	Cc1ccc(C(=O)NNC(=S)NC(=O)c2ccc(Cl)cc2)cc1	·	0	-5	-1	-13	i	14	12	-3	2
4	Cc1ccnc(N2C(=O)OC(C)(C)C2(C)O)c1 (stereo unspecified)	·	3	7	-4	-14	3.0	17	18	-4	3
5	Fc1ccc(NC(=S)Nc2cccc3ccccc23)cc1F	-1.7	-3	-2	5	19	i	28	-12	1	0
6	C=CCn1c(=O)c2c3c(sc2n2c(Nc4ccc(OC)cc4)nnc12)CCCC3	·	-3	7	1	5	i	6	14	7	5
7	N#C/C(=C\c1ccc(N2CCOCC2)o1)C(=O)NC1CCCCC1	1.0	-1	-6	3	-23	1.6	26	16	-10	-203
8	CCCCS(=O)(=O)N1CCC(C(=O)NCC2CCCO2)CC1 (stereo unspecified)	3.2	3	3	4	0	0.8	-2	-11	9	1
9	CCOC(=O)/C(N=Nc1ccc(C(=O)O)cc1[N+](=O)[O-])=C(\C)O	1.0	0	0	6	·	0.7	13	14	-3	12
10	Cc1cccc(NCC(=O)N/N=C\c2ccccn2)c1	·	2	-13	2	·	-0.3	23	4	4	10
11	CCOc1ccccc1NC(=O)COC(=O)c1ccc(S(=O)(=O)N2CCCC2)cc1	-1.6	·	1	·	-2	2.9	·	12	9	8
12	CCOC(=O)c1c(CN2CCCCC2C)oc2ccc(OC)cc12 (stereo unspecified)	·	-7	18	-4	-8	-0.2	21	7	-5	-5
13	CCc1nc2ccccc2n1CCc1ccccc1	3.1	10	9	-2	-10	-0.5	8	-5	4	0
14	COc1cc(NC(=O)Cc2ccc([N+](=O)[O-])cc2)c(C(=O)O)cc1OC	5.8	-20	-4	-6	11	-0.3	7	-5	-2	-4
15	CCc1cc2c(=O)c(-c3nc4ccccc4n3C)coc2c(CN2CCCCC2C)c1O (stereo unspecified)	0.2	·	6	-2	-6	-0.6	-41	-4	-3	8
16	Cc1ccc(NC(=S)NC(=O)C2CC2)cc1Cl	3.1	·	1	5	-6	0.3	-2	9	7	2
17	CC(C)CNC(=O)c1ccccc1SCC(=O)NC12CC3CC(CC(C3)C1)C2	·	-1	25	5	-19	-0.3	40	4	-2	6
18	CCc1c(C)sc(NC(=O)OC)c1C(=O)N1CCCCC1	·	5	1	-3	-6	-0.5	-2	0	-2	-5
19	Cc1ccc(N(CCC#N)C(=O)CN2C(=O)NC(Cc3ccccc3)C2=O)cc1 (stereo unspecified)	2.3	2	9	-1	-9	-0.2	26	3	-10	-1
20	Cc1nnc(NC(=O)CCS(=O)(=O)c2ccccc2)s1	-1.2	1	-5	-1	7	i	-4	6	2	-13
21	Cc1ncc(CNC(=O)N(CCCl)N=O)c(N)n1	1.0	5	-4	·	7	-0.3	·	-1	-7	8
22	COc1cccc(NCCC(=O)c2cccc([N+](=O)[O-])c2)c1	0.9	3	-4	-2	10	i	31	-3	3	0
23	Cc1cc(C)cc(-n2c(=O)c3ccccc3n(CC(=O)NCC3CCCO3)c2=O)c1 (stereo unspecified)	0.7	3	-1	-3	-6	-0.3	26	-6	10	12
24	O=C(NN1C(=O)/C(=C/c2ccc(O)cc2)SC1=S)c1cccc(O)c1	0.6	-55	-10	0	7	0.4	18	3	-9	-229
25	Cc1ccc(CN2C(=O)C(C)(C)Oc3ccc(C(=O)N4CCCCC4)cc32)cc1	·	6	24	-2	-13	·	8	25	8	-2
26	Cc1c(C=O)c2ccccn2c1C(=O)c1ccc(F)cc1	-0.2	-7	7	-2	-24	i	·	10	-8	-2
27	Cc1ccc(NC(=S)Nc2ccc(S(=O)(=O)Nc3ncccn3)cc2)c(C)c1	1.9	-1	1	-3	-11	i	-9	-5	-5	3
28	CC(=O)c1c(C)[nH]c(C(=O)CN2C(=O)NC(C)(c3ccc(C)cc3)C2=O)c1C (stereo unspecified)	2.0	-3	5	-1	4	-0.5	15	-5	-5	5
29	C/C(=N/OCc1ccc(Br)cc1)c1ccccn1	0.3	0	0	0	·	i	9	5	-1	-2
30	O=C(CSc1ccc2c(c1)OCCO2)Nc1ncccc1O	3.1	-4	-3	·	4	3.7	·	7	-3	0
31	O=C(O)C(=Cc1cccc([N+](=O)[O-])c1)c1ccc(Cl)cc1	1.7	·	-2	·	-2	i	·	-14	-1	5
32	O=C(NNS(=O)(=O)c1ccc2ccccc2c1)c1cc(-c2ccccn2)nc2ccccc12	0.8	-1	22	2	0	-1.3	2	8	-8	-3
33	COc1ccc(OCCOc2ccc(C)nc2[N+](=O)[O-])cc1	·	-2	6	-1	-8	-0.2	-2	-14	-9	1
34	O=C(Nc1cccc(C(=O)N2CCCC2)c1)C1CCC1	0.0	·	10	·	-8	-1.6	·	-2	1	1
35	O=C(O)c1cc(-c2cccs2)nn1-c1ccc(F)cc1	1.3	-1	1	-3	-14	-0.2	-2	4	2	-3
36	COc1ccc(NC(=O)CSc2nc(N)c(NC(=O)c3ccccc3F)c(=O)[nH]2)cc1	0.7	-2	9	0	-6	i	-5	3	8	5
37	CCOc1ccc(N(C)S(=O)(=O)c2ccc(C)c(C(=O)Nc3nnc(C4CC4)s3)c2)cc1	-0.5	-1	17	·	-1	i	·	7	4	-2
38	CC1Sc2ccc(S(=O)(=O)N3CCC(C(=O)N4CCN(C)CC4)CC3)cc2NC1=O (stereo unspecified)	-5.3	-10	-1	1	-4	-0.1	-5	-5	12	3
39	CCCOc1ccc(C2=NNC(c3cccs3)=Nc3ccc(OC)cc32)cc1	·	-2	0	2	18	0.0	18	5	-3	3
40	Cc1ccc(C(=O)Nc2cccc(C(F)(F)F)c2)cc1Nc1ncnc2nc[nH]c12	0.8	-54	-5	·	·	-0.4	7	4	17	2
41	COC(=O)C1C(c2ccccc2)C(C(=O)N2CCOCC2)C1c1ccccc1 (stereo unspecified)	·	1	-1	1	-13	i	-9	4	1	2
42	c1ccc(-c2noc(C3CCC3)n2)nc1	0.5	1	6	2	-3	i	-13	-10	-2	5
43	Cc1ccnc(NC(=O)c2cc(-c3ccc(Cl)s3)nc3ccccc23)c1	1.9	-14	8	·	0	-3.8	·	-6	-3	-17
44	CCN(CC(=O)Nc1ccccc1OC)C(=O)/C=C/c1cccs1	1.2	11	12	·	9	-0.5	·	13	-3	5
45	Cc1cccc2nc(-c3ccco3)c(Nc3ccccc3)n12	0.2	4	-4	0	5	i	8	-106	1	0
46	CCN1CCSc2ccc(C(=O)NCc3ccccc3C)cc21	-0.4	8	19	0	13	-0.3	-10	-63	10	-2
47	N#CC(C#N)=C/C(C#N)=C(/N)N1CCN(c2ccc(Cl)cc2)CC1	1.4	-10	11	2	2	-0.6	11	1	4	16
48	O=C(N/C(=C\c1ccccc1)C(=O)N1CCN(CCO)CC1)c1ccccc1	·	4	-3	-1	-3	-0.4	15	9	-5	7
49	CCC(C)NC(=O)CN(c1cc(C)ccc1OC)S(C)(=O)=O (stereo unspecified)	·	-7	3	6	1	-3.5	22	2	-1	7
50	N#C/C(=C\c1cn(CCOc2ccccc2)c2ccccc12)C(=O)NCc1cccs1	·	-6	7	7	-6	-0.2	-5	-6	0	59*

Later entries.
nr	canonical_smiles	TcdB inh	Rv3671c protease	Y pestis TopoI	3CLpro inhibitor	PriA SSB inh	BH1578 lux ind	VHR inh abs	CCHFV vOTU inh	PrPC surface inh	MazF activator
51	O=C1CC(NS(=O)(=O)c2cc(F)ccc2F)CN1c1ccc2c(c1)OCCO2 (stereo unspecified)	1.8	-5	8	·	0	i	·	12	-7	5
52	COc1ccc(OC)c(-c2csc(NC(=O)Cc3ccccc3OC)n2)c1	0.4	-11	5	3	-14	-0.3	28	-2	16	-26
53	CCCCNCCS(=O)(=O)NCc1ccc(OC)cc1	0.2	·	5	·	-26	-0.4	·	0	3	5
54	CN(C)CCN(C(=O)/C=C/c1cccs1)c1nc2ccc(F)cc2s1	·	-11	17	0	8	-0.5	8	1	-2	-5

Structural class, the entries above with two or more sulfur atoms
nr	canonical_smiles	TcdB inh	Rv3671c protease	Y pestis TopoI	3CLpro inhibitor	PriA SSB inh	BH1578 lux ind	VHR inh abs	CCHFV vOTU inh	PrPC surface inh	MazF activator
20	Cc1nnc(NC(=O)CCS(=O)(=O)c2ccccc2)s1	-1.2	1	-5	-1	7	i	-4	6	2	-13
24	O=C(NN1C(=O)/C(=C/c2ccc(O)cc2)SC1=S)c1cccc(O)c1	0.6	-55	-10	0	7	0.4	18	3	-9	-229
27	Cc1ccc(NC(=S)Nc2ccc(S(=O)(=O)Nc3ncccn3)cc2)c(C)c1	1.9	-1	1	-3	-11	i	-9	-5	-5	3
37	CCOc1ccc(N(C)S(=O)(=O)c2ccc(C)c(C(=O)Nc3nnc(C4CC4)s3)c2)cc1	-0.5	-1	17	·	-1	i	·	7	4	-2
38	CC1Sc2ccc(S(=O)(=O)N3CCC(C(=O)N4CCN(C)CC4)CC3)cc2NC1=O (stereo unspecified)	-5.3	-10	-1	1	-4	-0.1	-5	-5	12	3
54	CN(C)CCN(C(=O)/C=C/c1cccs1)c1nc2ccc(F)cc2s1	·	-11	17	0	8	-0.5	8	1	-2	-5

Screening results (PubChem BioAssay)
